# High-throughput results as filed in PubChem.
# GRK2 inh: inhibitors of human GRK2 displacing RNA aptamer; bead flow cytometry, FAM-aptamer displacement from GRK2; P25098; 330,000 compounds, 0.59% hits; inhibition of aptamer binding, % at 10 µM;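 active = inhibition of aptamer binding above 40%, roughly 3 SD of noise, on plates passing a quality check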;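 note: median bead fluorescence of bound FAM aptamer so fluorescent compounds give negative values; no value below 0 was filed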
# Target sequence (P25098 whole entry, looked up): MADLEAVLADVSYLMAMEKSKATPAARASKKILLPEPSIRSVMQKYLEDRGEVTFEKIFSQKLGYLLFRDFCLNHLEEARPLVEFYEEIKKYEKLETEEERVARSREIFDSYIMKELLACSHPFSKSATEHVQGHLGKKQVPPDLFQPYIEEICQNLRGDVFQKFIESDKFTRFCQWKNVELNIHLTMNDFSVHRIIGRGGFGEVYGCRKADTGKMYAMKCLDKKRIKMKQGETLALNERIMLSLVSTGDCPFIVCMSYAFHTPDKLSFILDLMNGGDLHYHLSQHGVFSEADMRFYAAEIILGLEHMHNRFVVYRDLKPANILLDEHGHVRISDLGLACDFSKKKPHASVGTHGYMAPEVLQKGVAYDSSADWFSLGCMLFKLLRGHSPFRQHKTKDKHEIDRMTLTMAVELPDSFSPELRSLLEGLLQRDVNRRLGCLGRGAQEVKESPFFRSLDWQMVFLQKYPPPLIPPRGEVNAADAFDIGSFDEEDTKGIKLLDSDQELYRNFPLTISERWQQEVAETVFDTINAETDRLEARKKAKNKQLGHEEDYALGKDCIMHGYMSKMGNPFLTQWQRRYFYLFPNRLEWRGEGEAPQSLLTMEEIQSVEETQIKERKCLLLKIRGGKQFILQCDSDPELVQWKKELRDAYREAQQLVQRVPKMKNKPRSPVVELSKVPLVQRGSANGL
# LAP4 TOR yeast: yeast TOR pathway LAP4-GFP modulation; GFP response vs DMSO, % at 10 µM; 320,000 compounds, 0.34% hits; S. cerevisiae LAP4-GFP multiplex, flow cytometry GFP, 3 h; median GFP as percent of DMSO wells;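 active = GFP response vs DMSO above a set limit, about the screen mean plus 3 SD, cut at about 150% in these data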
# CIT2 TOR yeast: yeast TOR pathway CIT2-GFP modulation; S. cerevisiae CIT2-GFP strain, flow cytometry, 3 h; 100 means same as DMSO wells; GFP response vs DMSO, % at 10 µM; 320,000 compounds, 0.065% hits; AID 2029;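 active = GFP response relative to DMSO above a set limit, near the screen mean plus 3 SD, cut at about 150% in these data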;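 note: ratio of well median GFP fluorescence to mean of DMSO wells on the plate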
# MEP2-GFP yeast: alters MEP2-GFP fluorescence in TOR pathway yeast screen; S. cerevisiae MEP2-GFP strain, flow cytometry GFP, 3 h; 100% = DMSO control level; GFP response vs DMSO, % at 10 µM; 330,000 compounds, 0.51% hits;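 active = GFP response versus DMSO above a set limit, roughly screen mean plus 3 SD, cut at about 180% in these data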;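 note: median GFP fluorescence of the barcode-gated MEP2-GFP cells per well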
# VLA-4 inh: inhibition in a human VLA-4 binding assay; AID 2557; VLA-4 expressing cells, ligand binding flow cytometry; 330,000 compounds, 0.2% hits; inhibition, % (about 7 µM as worked out from the volumes in the protocol); in the data active = inhibition above about 50%
# RPL19A TOR yeast: modulators of TOR pathway RPL19A-GFP in S. cerevisiae. S. cerevisiae RPL19A-GFP strain, flow cytometry, 3 h; hits give low values. percent response vs DMSO, % at 10 µM. 330,000 compounds, 0.3% hits;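 active = percent response vs DMSO below 50%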;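 note: median channel GFP fluorescence of the barcoded RPL19A-GFP strain; ratio of sample median GFP to plate DMSO average so 100% = DMSO; lower means less RPL19A-GFP as with rapamycin TOR inhibition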
# JMJD2C inh: inhibitors of human GASC-1 (JMJD2C) demethylase; Q9H3R0; GST-JMJD2C(1-420) H3K9me3 demethylation, DELFIA europium; inhibition, % at 2.35 µM; 330,000 compounds, 0.069% hits;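 active = more than half of a compound's replicate wells show inhibition beyond 50%, single wells judged on their own value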;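 note: signal counts dimethyl H3K9 product captured on neutravidin plate; 0% = median of DMSO wells and 100% = 0.3 times that DMSO median; strong numbers were not always called active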
# AGP1-GFP MLPCN: yeast TOR pathway AGP1-GFP modulation | GFP response vs DMSO, % at 10 µM | 320,000 compounds, 0.02% hits | AID 2066 | S. cerevisiae AGP1-GFP multiplex flow cytometry, 3 h; GFP as percent of DMSO wells;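 active = GFP response relative to DMSO above a set limit, near screen average plus 3 SD, cut at about 150% in these data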;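 note: median GFP channel fluorescence of the gated AGP1 strain per well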
# * hit, by the source's call; . = not tested or not shown; & = joins results of further samples. Rows were taken by chance. Share with any hit: about 1.7%.
SMILES,GRK2 inh,LAP4 TOR yeast,CIT2 TOR yeast,MEP2-GFP yeast,VLA-4 inh,RPL19A TOR yeast,JMJD2C inh,AGP1-GFP MLPCN
COc1ccc(N=Nc2[nH]c3ccc(C)cc3c2O)cc1,0,96,95,93,-20,100,-2,95
COc1ccc(CNC(=O)CC2Sc3ccccc3NC2=O)cc1 (stereo not drawn),0,111,97,95,8,96,0,101
COc1ccc(C(CNC(=O)c2cc(S(=O)(=O)NCc3ccco3)ccc2C)N(C)C)cc1 (stereo not drawn),0,103,95,105,2,100,2,103
COc1cc(Cl)cc(/C=N/NC(N)=O)c1O,2,90,.,108,0,87,-9,97
CN(CC(=O)Nc1ccc(F)cc1)C(=O)COC(=O)c1cc(S(=O)(=O)N(C)C)ccc1N1CCCC1,0,111,98,104,11,104,-10,106
COc1ccc(N2CCN(C(=O)COC(=O)Cc3ccc(F)cc3)CC2)cc1,3,110,93,102,-4,95,-11,102
CCOC(=O)c1c(O)c2c(n(Cc3ccco3)c1=O)CCCC2,2,102,94,99,12,95,-11,97
CCN(CC(=O)Nc1c(F)cccc1F)C(=O)COc1ccc2c(c1)CCC2,0,98,88,91,11,93,-3,96
COc1ccc(/C=C2\SC(=S)N(CC(=O)N(C)C3CCS(=O)(=O)C3)C2=O)cc1 (stereo not drawn),4,100,96,104,-3,102,2,101
CC1Cc2ccccc2N1Cc1cc(=O)c(OCC(=O)Nc2ccccc2)co1 (stereo not drawn),2,97,100,95,25,97,-17,106
CCOC(=O)C(=CNc1ccc(NC2=NCC(C)(C)S2)cc1)C(=O)OCC,0,108,94,95,0,101,-3,100
Cc1ccc(/C=N/NC(=O)c2cccc(NC(=O)c3ccccc3C)c2)o1,0,91,96,103,5,98,-9,101
O=C(c1cccc([N+](=O)[O-])c1)c1ccc2[nH]c(=O)[nH]c2c1,0,95,103,111,20,107,-7,97
Cc1ccc(S(=O)(=O)Nc2ccc(C(=O)NC3CC3)cc2)cc1,1,80,.,97,18,110,-15,98
CC(C)c1ccc(NC(=O)C(c2ccccc2)N2CCOCC2)cc1 (stereo not drawn),4,98,94,100,-26,95,-1,103
Cn1c(SCC(=O)NC(=O)NCc2ccco2)nnc1-c1ccccc1,0,112,99,116,3,98,13,96
COc1ccc(C(=O)c2cnc[nH]2)cc1,0,107,84,86,21,96,-8,98
CS(=O)(=O)c1cccc(C(=O)OCC(=O)Nc2ccc3c(c2)OCO3)c1,0,109,100,101,-1,98,2,100
CC(=O)Oc1ccc2ccccc2c1C(NC(=O)C(C)C)c1cccc([N+](=O)[O-])c1 (stereo not drawn),0,92,86,95,3,94,-12,94
CCn1c(SCC(N)=O)nnc1-c1ccc(OC)c(OC)c1,1,104,99,110,-3,101,-3,103
O=C(N/N=C/c1ccncc1)c1ccc(NC(=O)c2cccc(Cl)c2)cc1,0,101,97,100,2,100,4,101
O=C(O)CCSc1nc2ccccc2n1Cc1ccccc1,2,107,95,116,5,101,3,101
Cc1ccccc1NC(=O)Nc1nc2ccc(S(C)(=O)=O)cc2s1,1,94,101,102,9,99,2,94
Cc1oc(-c2ccccc2Cl)nc1CS(=O)CC(=O)N1CCN(c2ccccc2)CC1 (stereo not drawn),3,97,103,103,-5,99,-12,100
O=S1(=O)CCN(Cc2ccc(F)cc2)CC1,0,105,101,109,12,98,14,100

# 6 entries from above, with values ahead of the structure.
GRK2 inh	LAP4 TOR yeast	CIT2 TOR yeast	MEP2-GFP yeast	VLA-4 inh	RPL19A TOR yeast	JMJD2C inh	AGP1-GFP MLPCN	structure
0	95	103	111	20	107	-7	97	O=C(c1cccc([N+](=O)[O-])c1)c1ccc2[nH]c(=O)[nH]c2c1
2	107	95	116	5	101	3	101	O=C(O)CCSc1nc2ccccc2n1Cc1ccccc1
4	100	96	104	-3	102	2	101	COc1ccc(/C=C2\SC(=S)N(CC(=O)N(C)C3CCS(=O)(=O)C3)C2=O)cc1 (stereo not drawn)
0	112	99	116	3	98	13	96	Cn1c(SCC(=O)NC(=O)NCc2ccco2)nnc1-c1ccccc1
0	96	95	93	-20	100	-2	95	COc1ccc(N=Nc2[nH]c3ccc(C)cc3c2O)cc1
2	90	.	108	0	87	-9	97	COc1cc(Cl)cc(/C=N/NC(N)=O)c1O

# (next part)
SMILES,GRK2 inh,LAP4 TOR yeast,CIT2 TOR yeast,MEP2-GFP yeast,VLA-4 inh,RPL19A TOR yeast,JMJD2C inh,AGP1-GFP MLPCN
COc1ccc2cc3c(N)nn(C(=O)c4cccc(F)c4)c3nc2c1,1,108,89,93,5,96,7,99
CCCn1c(SCC(=O)Nc2nnc(CC)s2)nnc1-c1ccncc1,6,99,107,104,-5,100,9,103
COC(=O)N/N=C/c1cccc(OC(=O)c2ccc3c(c2)OCO3)c1,0,112,99,98,1,94,9,100
NC(=O)c1ccc(-n2nnnc2SCC(=O)c2ccc(O)c(O)c2)cc1,2,98,94,103,3,102,-7,96
O=C(COC(=O)c1ccc([N+](=O)[O-])o1)Nc1cccc2ccccc12,0,101,108,104,15,103,13,107
COc1ccccc1NC(=O)c1ccccc1C(=O)Nc1ccccc1OC,54*,73,93,95,8,99,-23,93
COc1ccccc1-c1nnc(SCC(=O)O)n1-c1ccccc1,0,102,104,96,-1,103,3,109
COc1ccc(C2Nc3ccccc3NC3=C2C(=O)CC(C)(C)C3)c(OC)c1OC (stereo not drawn),0,94,101,107,5,108,7,98
Cc1ccc(C)c(NC(=O)C2CCCN2/C=C/C(=O)C(F)(F)F)c1 (stereo not drawn),0,101,105,103,3,101,8,101
Cc1ccc(S(=O)(=O)n2[nH]c(=O)c(CCO)c2C)cc1,2,100,110,106,-1,105,-16,110
Cc1cc(Nc2ccc(C(=O)N3CCCCC3)cc2)c2cccc(C)c2n1,0,97,106,115,-1,109,4,99
Cc1cc(C)cc(-n2c(C)cc(C=C(C#N)C#N)c2C)c1,1,88,83,88,1,90,5,.
CCNS(=O)(=O)c1ccc(CCC(=O)N2CCN(c3ccccc3F)CC2)cc1,2,93,96,104,1,99,4,98
CCOc1ccc2ccccc2c1/C=N/NC(=O)CNC(=O)c1ccccc1O,1,101,102,99,22,101,19,100
COC(=O)Nc1sc2c(c1C(=O)NC1CC1)CCCCCC2,1,107,112,107,3,108,-2,105
COc1cccc(NC(=O)[C@H](CC(C)C)NC(=O)[C@@H]2Cc3ccccc3CN2)c1,0,92,98,100,3,99,-4,96
Cc1ccccc1OCC(=O)N/N=C1\SCC(=O)N1Cc1ccccc1,1,91,100,97,-9,99,-10,94
Cc1coc2cc3oc(=O)c(CCC(=O)NCCCN4CCCC4=O)c(C)c3cc12,1,101,100,105,21,95,23,99
S=C(Nc1ccccc1)N1CCN(c2ccc(N3CCOCC3)nn2)CC1,0,90,100,97,-7,101,1,100
CCOC(=O)c1cnc2ccc(C)cn2c1=O,0,90,94,95,8,99,1,101
Cc1ccccc1Cn1cnc2c(nnn2Cc2ccc(F)cc2)c1=O,4,94,97,103,4,91,-5,96
Cc1cc(NC(=O)CSc2ncnc3ccccc23)no1,0,98,100,103,5,95,8,98
CCOC(=O)Cn1nnnc1CN(Cc1ccc(OC)cc1)Cc1cc2cc(CC)ccc2[nH]c1=O,0,99,85,91,12,90,-17&-21,91
COc1ccccc1OCC(=O)N1CCNC1=O,0,110,97,100,7,100,10,97
Cc1cc(C)c(N(CC(=O)NC(C)(C)C)C(=O)CNC(=O)c2cccs2)c(C)c1,4,94,101,96,3,93,-4,99
# Next part
SMILES,GRK2 inh,LAP4 TOR yeast,CIT2 TOR yeast,MEP2-GFP yeast,VLA-4 inh,RPL19A TOR yeast,JMJD2C inh,AGP1-GFP MLPCN
CCc1nnc(NC(=O)CSc2nccn2-c2cccc(C)c2)s1,3,98,103,92,-13,93,-5,91
COC(=O)CCc1c(C)c(C(=O)c2cc(F)c(F)c(F)c2F)c2ccccn12,0,103,80,90,-11,85,-19,93
COc1cc(/C=N/NC(=O)c2ccc(N)cc2)ccc1OC(=O)c1cccc(C)c1,0,73,79,99,4,106,-4,90
CCCOC(=O)CN1C(=O)c2ccccc2C1=O,0,107,98,108,20,107,11,103
COCCn1nnnc1CN1CCC(O)(c2cccc(C(F)(F)F)c2)CC1,0,98,91,103,13,93,5,99
Cc1ccc(Br)cc1S(=O)(=O)N1CCN(c2ccccc2)CC1,0,124,96,105,-1,103,-5,104
COc1ccc2nc3c(cc2c1)c(NC(=O)C1CCCO1)nn3CC(C)C (stereo not drawn),2,98,102,104,-9,100,-3,102
Cc1c(NC(=O)C(C)OC(=O)CCOc2ccccc2)c(=O)n(-c2ccccc2)n1C (stereo not drawn),1,107,94,96,5,98,1,109
Cc1cccc(CSc2nnc(NC(=O)c3ccco3)s2)c1,1,109,95,108,-2,102,4,95
O=C1CCC(=O)N1c1nc2nc(-c3ccccc3)cc(=O)n2[nH]1,3,113,101,102,-2,93,3,99
O=C(CCS(=O)(=O)c1ccc2c(c1)NC(=O)CS2)NCc1ccccc1Cl,1,103,104,124,-7,100,0,100
COc1cc(CC(=O)OCC(=O)c2c[nH]c3ccccc23)cc(OC)c1OC,20,99,103,105,-100,99,4,99
CC(C)[C@H](NC(=O)OCc1ccccc1)C(=O)NC(C=O)Cc1ccccc1 (stereo partly drawn),0,117,98,102,-19,106,4,94
Cc1ccc(-n2[nH]c(C)c(/C=N/NC(=O)c3ccc(O)cc3O)c2=O)cc1,0,96,100,100,20,104,0,88
COc1ccc(Oc2coc3cc(OC(=O)/C=C/c4ccc(F)cc4)ccc3c2=O)cc1,0,95,105,108,9,105,8,104
CCCCn1nnnc1SCC(=O)NCc1ccco1,5,102,106,111,11,104,-18,109
CC(C)CC(=O)Nc1ccc(N2CCN(C(=O)c3cccs3)CC2)cc1,5,92,101,106,6,100,-5,98

# Ordered by the number under LAP4 TOR yeast (falling): 3 of the compounds above.
SMILES,GRK2 inh,LAP4 TOR yeast,CIT2 TOR yeast,MEP2-GFP yeast,VLA-4 inh,RPL19A TOR yeast,JMJD2C inh,AGP1-GFP MLPCN
CCOc1ccc2ccccc2c1/C=N/NC(=O)CNC(=O)c1ccccc1O,1,101,102,99,22,101,19,100
COc1ccc(N=Nc2[nH]c3ccc(C)cc3c2O)cc1,0,96,95,93,-20,100,-2,95
COc1cc(/C=N/NC(=O)c2ccc(N)cc2)ccc1OC(=O)c1cccc(C)c1,0,73,79,99,4,106,-4,90
